Compound activity (PubChem BioAssay)
hcDAF12 agonist = H. contortus DAF-12 nuclear receptor activators, primary screen, cell-based, luminescence, HEK293, lit1-tk-luc reporter; HEK293 hcDAF-12 lit1-tk-luc reporter; 0% DMSO, 100% Δ7-dafachronic acid; 1.4% of 370,000 active; activation, % at 6.8 µM;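 active = activation above the mean of all tested compounds plus 3 SD, cut at about 5.5% in these data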;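 note: 100% = response to 3 µM Δ7-dafachronic acid high control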
DAX1 inh-1 = DAX1 (NR0B1) inhibitors on StAR promoter, primary screen, cell-based, luminescence, SF-1 (NR5A1), full-length DAX-1 | inhibition, % at 6.8 µM | 1.1% of 370,000 active | AID 652010, 2013 | HEK293T StAR-luciferase reporter, SF-1/DAX-1 repression relief;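 active = inhibition above the mean over all tested compounds plus 3 SD, cut at about 3.6% in these data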;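 note: 0% = DAX-1 cells with DMSO and 100% = cells lacking DAX-1 with DMSO; higher inhibition means more luminescence from relief of DAX-1 repression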
hgDAF12 agonist = H. glycines DAF-12 receptor agonists, primary screen, cell-based, luminescence, HEK293, GAL4 fusion, UAS-luciferase. 1.8% of 370,000 active. Nuclear hormone receptor DAF-12 (Heterodera glycines), GAL4 fusion. activation, % at 6.8 µM. HEK293 GAL4-hgDAF12 UAS-luciferase reporter, agonist luminescence; normalized to butyrate control;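 active = activation above a cutoff set at the mean of all screened compounds plus 3 SD, cut at about 10% in these data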;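 note: 0% = DMSO wells and 100% = sodium butyrate wells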
ssDAF-12 act = S. stercoralis DAF-12 nuclear receptor activators, primary screen, cell-based, luminescence, HEK293, GRIP1 co-expression, lit1-tk-luc; Nuclear hormone receptor DAF-12 (Strongyloides stercoralis); HEK293 ssDAF-12/GRIP1 lit1-tk-luc reporter; % of 3 µM dafachronic acid response; activation, % at 6.8 µM; 1% of 370,000 active;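 active = activation above the mean over all tested compounds plus 3 SD, cut at about 0.9% in these data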;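 note: 0% = DMSO-only wells and 100% = 3 µM delta7-dafachronic acid wells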
PLC-beta3 inh = human PLC-beta3 inhibitors, primary screen, biochemical, fluorescence | 1-phosphatidylinositol 4,5-bisphosphate phosphodiesterase beta-3 (Homo sapiens), Q01970 | Purified PLC-beta3, fluorogenic substrate | inhibition, % at 12.2 µM | 0.18% of 370,000 active; in the data active = inhibition above about 11%;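 note: 0% = median of compound wells on plate and 100% = full blocker control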
MBD2 DNA inh = inhibitors of MBD2 binding to methylated DNA, primary screen, biochemical, TR-FRET, DNA-binding domain, human | MBD2 binding to methylated oligonucleotide | inhibition, % at 4.4 µM | 0.31% of 370,000 active | AID 686964, 2013; in the data active = inhibition above about 13%
DAX1 inh-2 = DAX1 (NR0B1) inhibitors, primary screen, cell-based, HEK293, Gal4-DAX1, luciferase luminescence. Nuclear receptor subfamily 0 group B member 1 (Homo sapiens), P51843. HEK293 Gal4-DAX1 luciferase reporter. inhibition, % at 6.75 µM. 0.99% of 340,000 active. AID 504766, 2011;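 active = inhibition above the mean over all tested compounds plus 3 SD, cut at about 4.2% in these data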;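 note: 0% = DAX1-transfected cells with DMSO and 100% = empty-vector control cells with DMSO; inhibition shows as a rise in luminescence from relieved DAX1 repression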
Target sequence (P51843 207-470 limits assumed): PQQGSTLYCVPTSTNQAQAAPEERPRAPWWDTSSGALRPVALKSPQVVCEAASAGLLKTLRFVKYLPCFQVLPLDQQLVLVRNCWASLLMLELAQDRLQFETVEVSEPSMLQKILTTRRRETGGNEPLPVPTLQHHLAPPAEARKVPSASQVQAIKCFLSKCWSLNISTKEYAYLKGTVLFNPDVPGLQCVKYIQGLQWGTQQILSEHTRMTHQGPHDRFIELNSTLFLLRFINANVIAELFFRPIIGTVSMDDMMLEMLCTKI
SMARCA2 activ = SMARCA2 (BRM) function activators, primary screen, cell-based, luminescence, high throughput; MG213 cells, MMTV-luciferase reporter, dexamethasone, overnight; activation, % at 9.1 µM; 1% of 370,000 active; AID 652017, 2013; in the data active = activation above about 7.8%;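 note: 0% = vehicle wells and 100% = reference activator wells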
Rev-erbA mod = modulators of Rev-erb alpha DNA binding, primary screen, biochemical, FITC-DNA, fluorescence polarization, uHTS; AID 1259318, 2017; activity, % at 10 µM; Rev-erbα–FITC-DNA binding, 90 min; 0.79% of 370,000 active;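 active = activity above about 14%, limit read from the data; passing the limit was not always enough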;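 note: 0% = DMSO wells with 35 nM protein and 100% = DMSO wells with 750 nM protein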
Target sequence (P20393 whole entry, looked up): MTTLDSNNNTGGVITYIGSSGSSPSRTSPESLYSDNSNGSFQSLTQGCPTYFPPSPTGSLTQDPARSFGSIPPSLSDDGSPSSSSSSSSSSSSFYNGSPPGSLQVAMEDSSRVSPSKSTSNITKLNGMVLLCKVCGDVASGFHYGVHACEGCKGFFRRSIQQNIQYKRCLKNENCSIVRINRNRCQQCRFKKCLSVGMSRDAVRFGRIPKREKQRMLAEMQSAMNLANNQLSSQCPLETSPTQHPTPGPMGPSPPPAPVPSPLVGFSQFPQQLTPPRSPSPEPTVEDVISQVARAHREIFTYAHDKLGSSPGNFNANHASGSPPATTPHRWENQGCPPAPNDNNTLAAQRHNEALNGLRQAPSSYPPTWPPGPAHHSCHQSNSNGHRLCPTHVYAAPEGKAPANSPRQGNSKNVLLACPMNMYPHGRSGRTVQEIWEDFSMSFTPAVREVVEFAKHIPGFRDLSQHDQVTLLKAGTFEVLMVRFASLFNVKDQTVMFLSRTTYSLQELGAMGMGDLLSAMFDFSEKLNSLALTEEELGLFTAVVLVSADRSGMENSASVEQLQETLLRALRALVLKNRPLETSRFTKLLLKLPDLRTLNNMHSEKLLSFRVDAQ
ADAM17 inh = ADAM17 inhibitors, primary screen, biochemical, QFRET | Disintegrin and metalloproteinase domain-containing protein 17 (Homo sapiens), P78536 | recombinant ADAM17, EDANS/DABCYL FRET peptide cleavage | inhibition, % at 6.95 µM | 0.83% of 370,000 active;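 active = inhibition above the mean of compounds lying between control limits plus 3 SD, set per campaign, cut at about 8.5% in these data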;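 note: 0% = DMSO-only wells as the low control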
PLC-gamma1 inh = PLC-gamma1 enzyme inhibitors, primary screen, biochemical, fluorescence, purified enzyme; 1-phosphatidylinositol 4,5-bisphosphate phosphodiesterase gamma-1 (Homo sapiens), P19174; fluorogenic substrate; inhibition, % at 12.2 µM; 0.84% of 370,000 active; in the data active = inhibition above about 9.5%
Numbers without * were called inactive; i = inactive.

#1 N#Cc1cc2ccccc2nc1SCC(=O)NC1CC1
#2 CSC(=S)NCc1cccnc1
#3 CCn1c(/C(C#N)=C(\O)CCc2ccccc2)nc2ccccc21
#4 CCn1c(N2CCN(CC(=O)c3c(C)n(C)c4ccccc34)CC2)nc2c1c(=O)[nH]c(=O)n2C
#5 CCC1CCCCN1S(=O)(=O)c1ccccc1[N+](=O)[O-] (stereo unspecified)
#6 CCCCCC(=O)Nc1cccc(C2=NOC3(C2)C[C@@H](C(N)=O)N(C(=O)c2cc([N+](=O)[O-])cc([N+](=O)[O-])c2)C3)c1 (stereo partly specified)
#7 Cc1ccc(N/N=C(\C#N)C(=N)N2CCOCC2)cc1
#8 N#CC1=C(SCc2ccccc2Cl)NC(=O)C(C(N)=O)C1 (stereo unspecified)

Compound,1,2,3,4,5,6,7,8
hcDAF12 agonist,0.3,-2.3,-0.9,-1.2,-3.2,-1.8,3.0,-0.9
DAX1 inh-1,0.5,0.2,0.8,0.1,-1.0,-0.4,1.2,1.0
hgDAF12 agonist,2.2,-3.5,1.6,-0.4,-0.7,0.0,13*,0.1
ssDAF-12 act,-0.8,0.2,-1.3,-1.3,-1.6,-1.3,0.6,-0.7
PLC-beta3 inh,-5,2,-2,1,0,0,5,1
MBD2 DNA inh,-2,-5,-9,1,0,1,-1,2
DAX1 inh-2,-0.2,-0.9,-0.1,-0.4,-0.8,-0.3,5.2*,0.1
SMARCA2 activ,2,2,-2,-4,0,1,4,2
Rev-erbA mod,0,5,16,5,4,9,8,-2
ADAM17 inh,-1,2,1,-4,-4,1,4,-2
PLC-gamma1 inh,-3,-1,-2,1,0,0,3,-2

#9 CCCCn1c(SCC2CCCCO2)nc2cc(S(N)(=O)=O)ccc21 (stereo unspecified)
#10 Cc1c(OCC(=O)N(C)c2ccccc2)ccc2c3c(c(=O)oc12)CCC3
#11 Cc1cc(Sc2nnc(N)s2)c2ccccc2n1
#12 Cc1ccc(OC(=O)c2cncc(Br)c2)c(C)c1
#13 CCCCS(=O)(=O)N1CCCC(C(=O)NCCc2ccccc2)C1 (stereo unspecified)
#14 CN(CC(=O)Nc1ccc(Cl)cc1)C(=O)c1ccc(NS(=O)(=O)c2ccc3[nH]c(=O)[nH]c3c2)cc1
#15 CN(NC(=O)c1ccccc1F)c1ccc([N+](=O)[O-])cn1
#16 Cc1cc(NC(=O)CSc2nc(=O)n3cccc(C)c3n2)no1

Compound,9,10,11,12,13,14,15,16
hcDAF12 agonist,-1.8,-0.9,0.9,-1.1,-0.7,0.2,2.6,0.1
DAX1 inh-1,0.1,0.7,2.3,-0.3,-0.5,-0.2,0.1,0.5
hgDAF12 agonist,-1.2,1.1,7.3,2.7,1.5,-0.2,0.6,-0.2
ssDAF-12 act,-0.6,-1.1,-0.8,-1.3,-1.3,-0.8,-1.4,-1.4
PLC-beta3 inh,-1,-12,-6,-4,-8,-1,-5,-4
MBD2 DNA inh,-3,-3,-3,-5,-5,-3,5,-6
DAX1 inh-2,1.8,0.5,4.0,0.5,0.9,0.6,0.9,-0.1
SMARCA2 activ,0,-2,-3,0,-1,-3,-3,-1
Rev-erbA mod,-9,1,-2,3,2,0,1,-1
ADAM17 inh,-2,-45,2,-1,-1,-4,-2,-2
PLC-gamma1 inh,2,-7,7,1,-1,-4,3,0

#17 CCCOC(=O)c1ccc(Cl)c(NC(=O)c2ccc(-c3ccccc3)cc2)c1
#18 COC(=O)CN1C(=O)[C@H]2[C@@H](C3CC3)N3C(=O)CN(Cc4ccccn4)C(=O)[C@@]3(Cc3ccccc3)[C@H]2C1=O
#19 COc1cc(CCC(=O)OCC(=O)NCc2ccc(Cl)cc2)cc(OC)c1OC
#20 O=C(N1CCN(c2ccccc2)CC1)C(F)(F)C(F)(F)F
#21 Cc1cc(C(=O)CSc2nn(-c3ccccc3)c(=S)s2)c(C)n1Cc1ccco1
#22 CC1(C(=O)NC23CC4CC(CC(C4)C2)C3)CC1(Cl)Cl (stereo unspecified)
#23 COc1ccc(/C=C2\CCCc3c2nc2ccc(C)cc2c3C(=O)O)cc1O
#24 CCOn1c(=O)c(C)[n+]([O-])c2ccccc21

Compound,17,18,19,20,21,22,23,24
hcDAF12 agonist,1.0,-0.5,-0.2,-0.8,-2.1,-1.4,0.9,-0.2
DAX1 inh-1,0.1,0.3,-0.1,-0.1,-0.6,-0.8,-0.6,0.1
hgDAF12 agonist,0.6,1.8,-4.2,0.4,-4.9,-1.3,0.3,1.0
ssDAF-12 act,-1.1,-0.4,-0.7,-1.3,-1.8,-1.3,-0.9,-1.3
PLC-beta3 inh,3,2,3,2,-9,3,-102,-33
MBD2 DNA inh,-2,3,0,-1,4,-5,-2,-1
DAX1 inh-2,0.7,1.2,-0.1,0.2,-3.0,0.5,-0.5,-0.7
SMARCA2 activ,0,0,2,3,-3,1,-1,-1
Rev-erbA mod,4,1,-2,-4,-4,2,-3,-2
ADAM17 inh,-3,-3,-1,-3,3,3,-8,-19
PLC-gamma1 inh,-3,-1,3,1,-4,-1,-60,-26

At a glance, some entries already given.
#16 Cc1cc(NC(=O)CSc2nc(=O)n3cccc(C)c3n2)no1
#17 CCCOC(=O)c1ccc(Cl)c(NC(=O)c2ccc(-c3ccccc3)cc2)c1
#18 COC(=O)CN1C(=O)[C@H]2[C@@H](C3CC3)N3C(=O)CN(Cc4ccccn4)C(=O)[C@@]3(Cc3ccccc3)[C@H]2C1=O
#19 COc1cc(CCC(=O)OCC(=O)NCc2ccc(Cl)cc2)cc(OC)c1OC
#20 O=C(N1CCN(c2ccccc2)CC1)C(F)(F)C(F)(F)F
#21 Cc1cc(C(=O)CSc2nn(-c3ccccc3)c(=S)s2)c(C)n1Cc1ccco1
#22 CC1(C(=O)NC23CC4CC(CC(C4)C2)C3)CC1(Cl)Cl (stereo unspecified)
#23 COc1ccc(/C=C2\CCCc3c2nc2ccc(C)cc2c3C(=O)O)cc1O
#24 CCOn1c(=O)c(C)[n+]([O-])c2ccccc21

Compound,16,17,18,19,20,21,22,23,24
hcDAF12 agonist,0.1,1.0,-0.5,-0.2,-0.8,-2.1,-1.4,0.9,-0.2
DAX1 inh-1,0.5,0.1,0.3,-0.1,-0.1,-0.6,-0.8,-0.6,0.1
hgDAF12 agonist,-0.2,0.6,1.8,-4.2,0.4,-4.9,-1.3,0.3,1.0
ssDAF-12 act,-1.4,-1.1,-0.4,-0.7,-1.3,-1.8,-1.3,-0.9,-1.3
PLC-beta3 inh,-4,3,2,3,2,-9,3,-102,-33
MBD2 DNA inh,-6,-2,3,0,-1,4,-5,-2,-1
DAX1 inh-2,-0.1,0.7,1.2,-0.1,0.2,-3.0,0.5,-0.5,-0.7
SMARCA2 activ,-1,0,0,2,3,-3,1,-1,-1
Rev-erbA mod,-1,4,1,-2,-4,-4,2,-3,-2
ADAM17 inh,-2,-3,-3,-1,-3,3,3,-8,-19
PLC-gamma1 inh,0,-3,-1,3,1,-4,-1,-60,-26

Carrying on:
#25 COc1ccc(CCNC(=O)C(=O)c2c(C)n(C)c3ccccc23)cc1OC
#26 Cc1nc2nc(-c3ccccc3)[nH]n2c(=O)c1C
#27 Nc1nc(SCC(=O)Nc2ccccc2Sc2ccccc2)n[nH]1
#28 CCOC(=O)C1=C(CSc2nc(CC)c(C)cc2C#N)OC(N)=C(C#N)C1c1ccccc1 (stereo unspecified)
#29 Cc1cc(C)c(NC(=O)CSc2nnc(-c3ccco3)n2N)c(C)c1
#30 O=C(COC(=O)/C=C/c1ccc(F)cc1)NCC1CCCO1 (stereo unspecified)
#31 Cn1c(SCc2ccccc2)nc2c1c(=O)[nH]c(=O)n2C
#32 COc1cc(NC(=O)CSc2nnc3ccccn23)cc(OC)c1

Compound,25,26,27,28,29,30,31,32
hcDAF12 agonist,-3.1,1.6,-1.6,2.4,-1.0,2.0,-1.9,-1.3
DAX1 inh-1,0.4,0.8,-0.9,0.8,-0.3,1.0,0.1,1.4
hgDAF12 agonist,-0.5,6.3,-1.9,0.6,-0.2,4.2,-1.3,0.5
ssDAF-12 act,-1.5,-1.2,-0.4,-0.7,-0.4,-0.6,-0.6,-1.3
PLC-beta3 inh,-1,-3,-2,-299,3,1,1,-2
MBD2 DNA inh,-1,4,12,-9,2,0,-4,4
DAX1 inh-2,-0.2,1.0,-1.5,-0.2,0.1,-0.2,-0.7,-0.6
SMARCA2 activ,1,2,-6,2,6,-1,-2,2
Rev-erbA mod,-1,-2,-4,6,-2,3,-9,-2
ADAM17 inh,0,-6,-3,-32,-1,1,-4,-1
PLC-gamma1 inh,3,-4,0,-224,2,4,-2,-2

#33 CCOC(=O)c1ccc(NC(=O)c2ccc3c(c2)C(=O)N(CC2CCCO2)C3=O)cc1 (stereo unspecified)
#34 COc1ccccc1N1CCN(S(=O)(=O)c2ccc(-c3ccc(=O)[nH]n3)o2)CC1
#35 COCCCn1c(C(=O)N2CCOCC2)cc2c(=O)n3ccccc3nc21
#36 COc1ccc(OC)c(S(=O)(=O)Nc2cccc3ccc(O)cc23)c1

Compound,33,34,35,36
hcDAF12 agonist,0.3,-1.6,5.3,-0.6
DAX1 inh-1,-0.5,-0.8,-0.1,0.4
hgDAF12 agonist,2.5,-2.1,-1.0,1.4
ssDAF-12 act,-0.5,-0.9,-0.6,-1.3
PLC-beta3 inh,-5,6,i,-14
MBD2 DNA inh,-5,0,-1,0
DAX1 inh-2,-0.1,0.0,0.0,0.1
SMARCA2 activ,5,-3,0,-4
Rev-erbA mod,3,-1,-3,9
ADAM17 inh,-1,1,i,4
PLC-gamma1 inh,9,-1,i,-4
